EP2 mod = modulators of human EP2 prostaglandin E2 receptor | P43116 | EP2-expressing cells, cAMP HTRF FRET, PGE2 co-stimulation | induction, % at 25 µM | hit rate 0.83% among 260,000 | AID 940;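 active = compounds whose cAMP rise, as percent of the full-agonist control response, exceeds 60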;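 note: rat C6 glioma line stably carrying human EP2 under a CMV promoter; the protocol text gives 20 µM as final concentration; 100% = response of wells given 1 µM PGE2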
Target sequence (P43116 whole entry, looked up): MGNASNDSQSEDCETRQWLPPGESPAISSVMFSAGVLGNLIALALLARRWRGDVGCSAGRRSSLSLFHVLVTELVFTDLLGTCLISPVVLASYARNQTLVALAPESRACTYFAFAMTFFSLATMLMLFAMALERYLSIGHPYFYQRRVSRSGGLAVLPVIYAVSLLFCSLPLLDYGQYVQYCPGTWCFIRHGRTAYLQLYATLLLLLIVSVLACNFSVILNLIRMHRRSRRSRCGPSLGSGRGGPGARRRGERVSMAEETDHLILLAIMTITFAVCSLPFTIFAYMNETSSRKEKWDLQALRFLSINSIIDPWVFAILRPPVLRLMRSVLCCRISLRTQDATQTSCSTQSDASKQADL
NPY-Y2 PAM-ag = potentiators or agonists of human neuropeptide Y receptor Y2; P49146; cells expressing NPY-Y2, potentiator/agonist read-out; activation, % at 3.6 µM; hit rate 0.45% among 220,000; AID 1359; in the data active = activation above about 27%;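 note: cells stimulated with NPY near EC25 plus isoproterenol at EC100; 0% = vehicle plus submaximal agonist and 100% = vehicle plus saturating agonist; some results beyond the cut were filed as inactive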
S1P4 agonist = activates the human S1P4 receptor; O95977; S1P4-expressing cell line, agonist reporter assay; activation, % at 4.98 µM; hit rate 0.35% among 220,000; AID 1509; in the data active = activation above about 11%;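 note: 0% = DMSO vehicle and 100% = reference agonist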
NPY-Y1 PAM-ag = human NPY-Y1 potentiation or agonism, primary screen; NPY-Y1 expressing cells, potentiator/agonist activation; activation, % at 3.6 µM; hit rate 0.37% among 220,000; in the data active = activation above about 33%, passing the limit was not always enough;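 note: cells stimulated with NPY at EC10 then isoproterenol at EC100; 0% = low agonist plus stimulus and 100% = saturating agonist plus stimulus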
Target sequence (P25929 whole entry, looked up): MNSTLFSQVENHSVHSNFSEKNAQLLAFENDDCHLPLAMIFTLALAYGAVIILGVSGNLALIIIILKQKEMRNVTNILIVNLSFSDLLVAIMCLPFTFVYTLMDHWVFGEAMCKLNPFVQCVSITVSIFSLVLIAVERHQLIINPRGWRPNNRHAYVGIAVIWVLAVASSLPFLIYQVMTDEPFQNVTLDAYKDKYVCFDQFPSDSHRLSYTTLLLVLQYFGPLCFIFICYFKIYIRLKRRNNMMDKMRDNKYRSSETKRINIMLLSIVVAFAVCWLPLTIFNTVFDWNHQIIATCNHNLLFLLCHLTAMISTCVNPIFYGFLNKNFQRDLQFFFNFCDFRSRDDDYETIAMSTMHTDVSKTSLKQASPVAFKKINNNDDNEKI
S1P4 antagonist = antagonists of human S1P4 receptor. inhibition, % at 4.98 µM. O95977. S1P4-expressing cells, antagonist mode, reporter read-out. AID 1510. hit rate 0.26% among 220,000; in the data active = inhibition above about 29%;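 note: 0% = wells stimulated with agonist and 100% = vehicle wells without agonist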
eIF4E 4G PPI = inhibitors of eIF4E and eIF4G interaction in translation initiation; P63073+Q04637; TR-FRET eIF4E-eIF4GI(517-606) binding, 2 h; inhibition, % at 21.7 µM; hit rate 0.37% among 220,000;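 active = inhibition above about 30%, limit read from the data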;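 note: 0% = full FRET control wells and 100% = background wells lacking eIF4GI fragment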
NPY Y1 blocker = blocks the human neuropeptide Y Y1 receptor; P25929; HEK293-CNG Y1 cells, membrane potential fluorescence; NPY at EC95, then isoproterenol; inhibition, % at 3.6 µM; hit rate 1% among 200,000; AID 1040;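 active = inhibition above the campaign mean inhibition of all tested compounds plus 3 SD, cut at about 20% in these data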;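 note: 0% = DMSO wells given NPY plus isoproterenol and 100% = isoproterenol alone without NPY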
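Material: HEK293 Y1/CNG channel cell line | Also added: NPY (25 nM), isoproterenol (1 µM), Ro 20-1724 (25 µM) | Compound: One concentration, 3.6 µM, in 0.4% DMSO | Schedule: 3 h dye uptake, 1 h room-temperature compound, 45 min post-isoproterenol | Signal: Membrane-potential fluorescent dye readout | Read-out: % inhibition of NPY effect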
p97 inhibitor = blocks human p97 ATPase activity. recombinant p97 ATPase, Kinase-Glo ATP luminescence, 3 h. inhibition, % at 8 µM. hit rate 0.42% among 220,000; in the data active = inhibition above about 15%;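 note: 0% = DMSO vehicle and 100% = wells lacking enzyme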
PGE2 EP2 inh = EP2 receptor (human) inhibition | P43116 | C6 glioma cells expressing human EP2, cAMP TR-FRET; cells stimulated with saturating PGE2 | inhibition, % at 25 µM | hit rate 0.52% among 260,000 | AID 1422;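 active = percent inhibition above 40 after rounding to a whole number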;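 note: rat C6 glioma host cells with rolipram phosphodiesterase inhibitor present; the protocol text gives 20 µM as final concentration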
* hit, by the source's call; · = no result given; & = joins results of further samples; [ ] = dose if it differs, or a comment. Some of the compounds tested (hit frequency here may not be typical).

Values in the order: EP2 mod, NPY-Y2 PAM-ag, S1P4 agonist, NPY-Y1 PAM-ag, S1P4 antagonist, eIF4E 4G PPI, NPY Y1 blocker, p97 inhibitor, PGE2 EP2 inh
- C/C(=N\NC(=O)c1c(Br)c(C)nn1C)c1cccc(NC(=O)c2ccccc2F)c1
 : -9, 4, 0.5, -7, -3, 21, 5, 2, 3
- O=C(CSc1nnc2ccccn12)c1ccc2c(c1)OCCO2
 : 19, -12, -0.3, 4, -15, 2, -3, 0, 5
- COC(=O)c1nc2ccccc2s1
 : 21, -2, 2.6, -15, 0, 3, 2, -2, 12
- OCCn1c(SCCOc2ccccc2F)nc2ccccc21
 : -21, -2, 3.4, -17, -1, -1, -3, 1, 13
- CC(C)Oc1ccc(CNC(=O)Cn2c(=O)oc3ccccc32)cc1
 : 14, -3, -2.6, -5, -2, 3, 0, -2, 9
- Cc1cc(C2=NNC(=NCCc3ccccc3)SC2)c(C)n1-c1c(C)n(C)n(-c2ccccc2)c1=O
 : 26, -13, -0.2, 11, -28, -11, ·, 16*, 8
- COC(=O)C1=CN(C)C=C(C(=O)OC)C1c1ccccc1Cl
 : 37, 10, 5.8, 3, -13, 1, -2, 2, 11
- O=C(COC(=O)CCC(=O)c1cccs1)Nc1ncc(Cl)cc1Cl
 : 6, -8, 0.1, -9, -15, 7, 2, 0, 8
- C/C(=N\NC(=O)c1cccc(C)c1)c1ccc(N2CCOCC2)cc1
 : -2, -12, 2.0, -29, 25, -3, -1, -8, ·
- COc1cc(CCC(=O)OCC(=O)NCC2CCCCC2)cc(OC)c1OC
 : -13, 14, 0.8, 19, 5, 1, -2, -1, 10
- O=C(O)Cc1ccc(C(=O)CSc2ccccc2)s1
 : 8, -8, -0.5, 7, 1, -1, ·, -8, 8
- COc1cccc(C(=O)Nc2ccc(F)cc2F)c1
 : -3, 4, 3.6, -2, -30, 0, 4, -7, 8
- O=C(Nc1ccc2c(c1)OCO2)c1nn(-c2ccccc2)c(=O)c2ccccc12
 : 12, -19, -2.4, -35, -13, 7, -2, -9, 2
- CCn1ccnc1CN(C)Cc1cn[nH]c1-c1ccc(OC)c(F)c1
 : 6, -4, 3.0, -4, -10, 2, 4, 1, 1
- Cn1c(=O)oc2cc(S(=O)(=O)N3CCCC(C(=O)N4CCn5c4nc4ccccc45)C3)ccc21 (stereo not given)
 : -19, 20, -2.1, -13, -22, -8, -3, 1, 8
- COc1ccccc1/C=C/C(=O)OCC(=O)Nc1cc(C(F)(F)F)ccc1N1CCOCC1
 : 12, 2, -0.3, -1, -9, -1, 2, 0, 6
- NC(CO)(CO)COCc1ccccc1
 : 24, 18, 0.1, 11, 1, 0, 2, -1, 2
- O=C(CC12CC3CC(CC(C3)C1)C2)N/N=C/c1ccc([N+](=O)[O-])o1
 : 8, -1, 1.7, 3, -9, -1, 3, 9, 9
- CC(=O)C1=C(O)C(=O)N(CCc2c[nH]c3ccccc23)C1c1ccc(O)cc1 (stereo not given)
 : 23, 8, 1.2, -10, 6, 2, 0, 7, 11
- O=C(O)CSCC(=O)N1CCCN(c2nc3ccc(Cl)cc3s2)CC1
 : 10, 6, 0.8, 5, -7, 4, ·, 2, 5
- COc1ccc(CN2C(=O)c3ccccc3C2C(=O)NC2CCCCCC2)c(OC)c1 (stereo not given)
 : -27, -5, -2.4, -15, -11, -2, 24*, -8, 4
- CCN(CC)c1ccc(C=Nc2ccccc2)c(O)c1
 : 1, -1, 0.8, -32, -17, 9, -4, 4, 13
- C#CCNC(=O)C1=C[C@@H](c2ccc(Br)cc2)C[C@@H](OCc2ccc(CO)cc2)O1
 : -31, -1, -1.0, -2, 0, 0, 2, 9, -6
- O=C(O)c1ccccc1-c1ccccc1C(=O)Nc1cccc(O)c1
 : 6, -10, -0.1, 9, -1, 2, -2, 7, 4
- N#Cc1nc(-c2ccco2)oc1N1CCc2ccccc2C1
 : 27, -21, 0.4, -39, -5, 7, 3, 0, 5
- Cc1cc(NC(=O)CN2CCC(n3nnc4cc(C(F)(F)F)ccc43)CC2)no1
 : 23, 5, -1.6, -14, 9, 4, 9, 0, 1
- COc1ccc(N2C(=O)CC(Nc3cccc([N+](=O)[O-])c3)C2=O)cc1 (stereo not given)
 : -9, -7, 0.6, -5, 0, 2, ·, -5, 3
- Cc1cccc(C)c1OCCSc1n[nH]c(N)n1
 : -19, -6, -1.7, -27, 3, 6[fluorescence artefact?], -5, 0, 11
- O=C(O)CCC(=O)NNC(=O)CCCOc1ccc(Cl)cc1Cl
 : -5, 0, -3.4, -1, 12, 2, 1, 0, 9
- CCN(CC(=O)Nc1cc(Cl)ccc1C)c1ncnc2sc(C)c(C)c12
 : -40, 3, -1.5, 1, -18, 3[fluorescence artefact?], 7, 0, 9
- COc1cc(NC(=O)c2nccnc2C(=O)O)cc(OC)c1
 : 11, 11, 0.0, 0, -21, 0, -2, 2, 8
- CN(C)S(=O)(=O)c1cccc(-c2nnc3n2CCCCC3)c1
 : 28, 4, -0.3, 27, 6, -9, ·, 6, 7
- CC(=O)c1cccc(CN2CCN(CC=C(C)C)C(CCO)C2)c1 (stereo not given)
 : -1, -2, 0.8, -3, -7, 0, ·, 0, 11
- CCOC(=O)c1c2c(n(C)c1C)C(=O)C(=O)c1ccc(Br)cc1-2
 : ·, 0, 0.5, -28, -4, ·, -1, 7, 6
- Cc1cccc(NC(=O)CN2C(=O)C(C)Oc3ccccc32)n1 (stereo not given)
 : -6&-6, -11, -1.0, -5, 9, 1, -4, -4, 12&8
- Cc1ccc(C(=O)NCc2ccco2)cc1[N+](=O)[O-]
 : -13, -16, 0.5, -5, -11, -12, -2, 1, 13
- COc1ccc(C2/C(=C(/O)c3ccccc3)C(=O)C(=O)N2C)cc1 (stereo not given)
 : 13, 7, 0.2, 6, -17, -13, 11, 5, 15
- CC1(C)CC(=O)/C(=C(/O)CCCN2C(=O)c3ccccc3C2=O)C(=NC(C)(C)C)C1
 : 6, -8, 0.1, 12, -6, 0, 2, 2, 8
- COc1ccc(OCC(=O)NNc2nc3ccccc3s2)cc1
 : -26, -8, -1.2, 1, 2, 3, ·, 6, 8
- N#C/C(=C\c1ccc(-c2ccccc2[N+](=O)[O-])o1)C(=O)N1CCOCC1
 : -23, 1, -1.4, -10, 5, -4, 2, 0, 6
- COc1cc([N+](=O)[O-])cc(/C=N/NC(=O)c2ccc(C)nc2)c1O
 : 21, 9, -0.7, -21, -10, 6, 3, 6, 8
- Cc1ccc(C(=O)CN2C(=O)c3ccccc3S2(=O)=O)cc1
 : -22, 12, -0.1, -1, 4, 1, ·, 8, 9
- O=S(=O)(c1ccccc1Cl)N1CCC(O)(c2ccc3c(c2)OCO3)CC1
 : -8, -11, -1.2, -9, -19, -7, 5, 1, 25
- O=C(NCc1ccc(Cl)cc1Cl)C1CCN(S(=O)(=O)c2ccc3c(c2)OCCCO3)CC1
 : -2, 3, -0.4, -3, 3, -7, -1, 6, 8
- O=C(c1cc(=O)c2ccccc2o1)N1CCN(c2ccccc2F)CC1
 : -28, 2, 1.4, 8, -16, 7, 5, -2, 11
- CCOC(=O)c1c(C)n(C)c2ccc(OC(=O)c3ccco3)cc12
 : 36, -10, -0.7, 6, -4, -4, 9, 4, 7
- NC(=O)c1c(N)sc(=S)n1CC1CCCO1 (stereo not given)
 : -3, -3, 1.4, -1, -16, 6[fluorescence artefact?], 3, 9, 19
- COc1cccc(CCNC(=O)CC2C(=O)NCCN2Cc2ccc(Cl)c(F)c2)c1 (stereo not given)
 : -3, -18, -0.8, -3, -22, 0, 4, -6, 2
- CCOC(=O)c1sc(NC(C)=O)cc1C
 : -3, -14, -1.0, -7, 6, 3, 1, 2, 11
- CCN(C(=O)COC(=O)/C=C/c1ccc(S(=O)(=O)N2CCc3ccccc32)cc1)C1CCS(=O)(=O)C1 (stereo not given)
 : -22, 5, 0.8, 14, -19, -5, 0, 3, 8
- CNS(=O)(=O)c1ccc(N=Cc2c(C)[nH]n(-c3ccc(C)cc3C)c2=O)cc1
 : 7, -7, -0.5, -15, -9, 0, 1, -1, 3
- COc1cc2[nH]c(Cl)c([N+](=O)[O-])c2cc1OC
 : 14&3, -4, -0.6, -13, 20, -3, ·, 17*, 9&8
- O=C(c1ccco1)N(c1ccccn1)c1ccccn1
 : 15, -10, 1.4, 1, 2, 4, 0, 3, 3
- C/C(=N\Nc1ccc2nncn2n1)c1ccc(Cl)s1
 : -18, 12, -0.4, 19, 11, 3, ·, 2, 11
- Fc1ccc(-c2cc(C(F)(F)F)nc(NCC3CCCO3)n2)cc1 (stereo not given)
 : 9, 9, 0.7, -11, -17, -3, 0, 2, 13
- O=C1C(C2=NC(c3ccccn3)C3C(=O)N(c4ccc(OC(F)(F)F)cc4)C(=O)C23)=C(O)c2ccccc21 (stereo not given)
 : -28, 2, -0.5, -7, 10, -3, ·, 1, 3
- Cc1ccc(C)c(NC(=S)N(C)CCO)c1
 : 32, -1, -0.9, 6, -6, 1, 4, 4, 4
- CN1C(=O)c2ccccc2C(C(=O)NCC2CCCO2)C1c1c[nH]c2ccccc12 (stereo not given)
 : 11, -7, -1.2, -21, 12, 2[fluorescence artefact?], 6, -9, 10
- c1ccc(N2CCN(c3nc4ccccc4n4cnnc34)CC2)cc1
 : 35, -11, 2.0, 1, -15, 1, 1, 0, 8
- CCC(C)(C)NC(=O)CN(C(=O)c1csnn1)c1cccc2c1CCCC2
 : -43, -3, -1.7, -2, -3, -2, -6, 1, 6
- C=CCn1c(NCc2ccc(N(C)C)cc2)nc2ccccc21
 : 9, 16, 0.2, 20, -2, -2, 10, 5, ·
- O=c1[nH]c2cc3c(cc2cc1CN(Cc1nnnn1C1CCCC1)C1CCCC1)OCCO3
 : 11, 7, -1.0, 11, 16, -4[fluorescence artefact?], 1, 1, 6

A second format for part of the listing above.
SMILES,EP2 mod,NPY-Y2 PAM-ag,S1P4 agonist,NPY-Y1 PAM-ag,S1P4 antagonist,eIF4E 4G PPI,NPY Y1 blocker,p97 inhibitor,PGE2 EP2 inh
C=CCn1c(NCc2ccc(N(C)C)cc2)nc2ccccc21,9,16,0.2,20,-2,-2,10,5,·
CCOC(=O)c1c(C)n(C)c2ccc(OC(=O)c3ccco3)cc12,36,-10,-0.7,6,-4,-4,9,4,7
